# Source: PubChem BioAssay
# PLC-gamma1 inh – PLC-gamma1 (human) inhibition, primary screen; P19174; purified PLC-gamma1, fluorogenic substrate, fluorescence; inhibition, % at 12.2 µM; 370,000 tested, 0.84% active; in the data active = inhibition above about 9.5%
# ADAM10 inh – ADAM10 inhibition, QFRET primary screen | recombinant ADAM10, EDANS/DABCYL FRET peptide cleavage, 3 h | AID 720582 | O14672 | inhibition, % at 7 µM | 370,000 tested, 0.62% active;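 active = inhibition above a per-campaign cutoff equal to the mean of compounds falling between control-based bounds plus 3 SD, cut at about 20% in these data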;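 also: 0% = DMSO wells while the 100% control is not disclosed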
# Target sequence (O14672 214-748 limits assumed): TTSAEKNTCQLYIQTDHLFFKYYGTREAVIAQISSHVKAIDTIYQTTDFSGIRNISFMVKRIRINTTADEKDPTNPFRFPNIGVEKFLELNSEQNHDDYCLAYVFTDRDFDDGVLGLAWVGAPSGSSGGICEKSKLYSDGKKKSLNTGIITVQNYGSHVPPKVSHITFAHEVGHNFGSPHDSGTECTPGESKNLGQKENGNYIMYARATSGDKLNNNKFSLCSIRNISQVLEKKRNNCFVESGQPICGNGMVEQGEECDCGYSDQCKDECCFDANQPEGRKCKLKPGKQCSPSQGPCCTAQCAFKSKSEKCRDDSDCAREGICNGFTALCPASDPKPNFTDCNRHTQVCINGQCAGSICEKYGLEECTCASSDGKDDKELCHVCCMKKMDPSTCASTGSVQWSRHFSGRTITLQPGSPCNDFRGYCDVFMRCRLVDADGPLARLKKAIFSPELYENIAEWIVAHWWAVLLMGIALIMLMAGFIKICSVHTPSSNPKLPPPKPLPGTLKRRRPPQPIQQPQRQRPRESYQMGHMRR
# ARFGAP1 inh – inhibits rat ARF GTPase activating protein 1; Q62848; Arfgap1-stimulated ARF1 GTP hydrolysis, GDP FP detection; inhibition, % at 16.5 µM; 360,000 tested, 0.26% active; AID 651572;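 active = inhibition above a per-plate limit, mean inhibition of low control wells plus 3 SD, cut at about 25% in these data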;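 also: 0% = DMSO wells with enzyme and 100% = wells lacking Arfgap1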
#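 Material – truncated rat Arfgap1 GAP domain · Buffer or medium – HEPES-based buffer, pH 7.5 · Reagent – human ARF1(Δ1-17)-GTP substrate · Dosing – 16.5 µM single point, 1.26% DMSO · Schedule – GTP hydrolysis reaction 2 h at 25 °C · Technique – GDP detection by fluorescence polarization · Benchmarks – No-Arfgap1 wells (100%) versus DMSO full-reaction wells (0%) · Repeats – single replicate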
# TDP2 absorb – blocks human TDP2 phosphodiesterase activity | inhibition, % at 12.8 µM | O95551 | AID 720702 | recombinant TDP2, T5PNP hydrolysis, p-nitrophenol absorbance 415 nm | 370,000 tested, 0.34% active;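 active = inhibition above the mean of all tested compounds plus 3 SD, set per campaign, cut at about 25% in these data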;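 also: 0% = DMSO with enzyme and 100% = buffer with substrate but no TDP2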
#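 Read-out basis: percent inhibition. System: recombinant human TDP2. Buffer or medium: Mg2+-containing Tris-HCl buffer, pH 7.5. Repeats: single replicate. Timing: reaction 2 h, 37 °C. Benchmarks: high control without enzyme, low control DMSO plus TDP2. Probe or stimulus: 5 mM T5PNP. Doses: 12.8 µM only. Measured by: epi absorbance of p-nitrophenol freed from T5PNP by hydrolysis.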
# DDE Tn6 FP inh – disrupts Tn6 cyclic peptide binding to fibrin D-Dimer-E complex; inhibition, % at 8.3 µM; Fibrin DD(E) TRITC-Tn6 fluorescence polarization displacement; 370,000 tested, 0.21% active;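 active = inhibition above a per-campaign cutoff: mean of compounds within control limits plus 3 SD, cut at about 15% in these data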;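 also: 0% = median of all compound wells on the plate and 100% = blocking peptide control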
# Target sequence (P02675 whole entry, looked up): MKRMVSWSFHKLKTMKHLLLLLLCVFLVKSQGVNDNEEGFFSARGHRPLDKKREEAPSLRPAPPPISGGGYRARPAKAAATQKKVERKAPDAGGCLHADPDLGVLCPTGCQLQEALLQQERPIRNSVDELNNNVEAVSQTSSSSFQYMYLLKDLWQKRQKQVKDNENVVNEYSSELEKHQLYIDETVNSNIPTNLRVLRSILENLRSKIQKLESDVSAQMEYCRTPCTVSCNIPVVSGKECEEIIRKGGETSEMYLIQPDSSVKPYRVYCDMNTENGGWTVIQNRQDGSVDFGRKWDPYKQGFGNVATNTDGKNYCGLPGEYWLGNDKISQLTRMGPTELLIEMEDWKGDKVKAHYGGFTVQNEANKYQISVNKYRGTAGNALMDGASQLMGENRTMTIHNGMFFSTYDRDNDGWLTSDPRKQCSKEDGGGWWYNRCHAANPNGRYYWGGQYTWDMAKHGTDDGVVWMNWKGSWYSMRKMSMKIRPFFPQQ
# ASAP1 GAP inh – blocks human ASAP1-stimulated Arf1 GTP hydrolysis; 360,000 tested, 0.19% active; GDP FP detection; inhibition, % at 16.5 µM; in the data active = inhibition above about 25%;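 also: 0% = vehicle with enzyme and substrate and 100% = no enzyme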
# ADAM17 inh – inhibits human ADAM17; P78536; recombinant ADAM17, EDANS/DABCYL FRET peptide cleavage; inhibition, % at 6.95 µM; 370,000 tested, 0.83% active; AID 720648;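 active = inhibition above the mean of compounds lying between control limits plus 3 SD, set per campaign, cut at about 8.5% in these data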;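 also: 0% = DMSO-only wells as the low control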
# SIAE inh – inhibitors of human sialic acid acetylesterase SIAE; Q9HAT2; SIAE FP-Rh probe binding, fluorescence polarization; inhibition, % at 9.66 µM; 370,000 tested, 0.69% active; AID 1053197;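 active = inhibition above a cutoff: mean of compounds within the control limits plus 3 SD of those, cut at about 17% in these data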;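 also: 0% = plate median of compound wells and 100% = probe without SIAE protein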
# PLC-beta3 inh – PLC-beta3 (human) inhibition, primary screen; 370,000 tested, 0.18% active; inhibition, % at 12.2 µM; Purified PLC-beta3, fluorogenic substrate, fluorescence; Q01970; in the data active = inhibition above about 11%;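 also: 0% = median of compound wells on plate and 100% = full blocker control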
# Tn7 DDE FP – inhibitors of Tn7 peptide binding to human fibrin DD(E). P02675. AID 720508. inhibition, % at 8.3 µM. 370,000 tested, 0.13% active. FP displacement of FITC-Tn7 peptide from fibrin DD(E); 0% = median of compound wells per plate;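 active = inhibition above the mean of compounds falling within the control limits plus 3 SD of them, cut at about 14% in these data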;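 also: 0% = plate median of compound wells and 100% = 10 µM Aha-Tn7 peptide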
#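 Assay system: human fibrin DD(E) protein / Input: 2 µM fibrin DD(E) / Benchmarks: high control of 10 µM Aha-Tn7 peptide / Measured by: fluorescence polarization of the labelled Tn7 tracer / Medium: Tris buffer with calcium and detergent, pH 7.8 / Timing: 10 min compound pre-incubation, 3 h probe incubation at room temperature / Repeats: one replicate per compound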
# Numbers without * were called inactive; x = no result given.
SMILES,PLC-gamma1 inh,ADAM10 inh,ARFGAP1 inh,TDP2 absorb,DDE Tn6 FP inh,ASAP1 GAP inh,ADAM17 inh,SIAE inh,PLC-beta3 inh,Tn7 DDE FP
Cc1ccsc1-c1nc(CN2CCCC2c2ccc(F)cc2)c(C)o1 (stereo not drawn),-3.0,-3.6,2.0,1.7,2.2,-5.0,0.5,5.4,-4.0,-1.0
CCn1nc(NC(=O)Cc2ccc(OC)cc2)c2cc3cc(C)ccc3nc21,-16.5,-6.7,-3.7,5.2,-3.6,24.4,-5.8,4.2,-34.5,-2.0
CN(C)CCN(C(=O)c1ccc(N2C(=O)CCC2=O)cc1)c1nc2cc3c(cc2s1)OCO3,0.4,-8.4,-12.9,7.5,-0.2,7.1,-4.3,5.2,-6.4,-5.3
C=CCOc1ccc(/C=C2/C(=O)ON=C2C)cc1OC,-1.1,1.7,-7.9,24.0,2.4,13.8,-2.8,8.2,-3.2,1.5
CC(C)Cn1c(-c2ccco2)nc2c(c(=O)c3ccccc3n2C)c1=O,-100.3,-37.6,-6.5,2.4,9.8,4.4,-12.5,-9.6,-113.4,8.1
C/C(=N\Nc1ccc(S(=O)(=O)Nc2ccc(Cl)cc2)cc1[N+](=O)[O-])c1ccc(N2CCOCC2)cc1,3.7,4.7,9.9,4.6,-1.9,-1.4,-0.1,24.3*,3.1,-4.4
CC(C)C(=O)N1CCC2(CC1)Oc1ccc(F)cc1C(=O)C21CC(c2ccccc2)=NO1 (stereo not drawn),-0.9,-0.9,2.0,-8.9,1.2,-2.8,-1.5,-3.4,-3.5,4.0
COc1ccccc1NS(=O)(=O)c1cc(NC(=O)c2ccc3ccccc3n2)ccc1Cl,-0.8,-12.7,-4.2,3.8,-11.1,3.1,-1.1,-26.3,0.1,-4.3
CS(=O)(=O)Nc1nnc(C2CCCC2)s1,-1.5,2.4,-4.8,6.3,-16.3,3.4,0.1,3.4,-0.1,-2.1
COc1cc([N+](=O)[O-])ccc1NC(=S)NC(=O)CC(C)(C)C,4.1,5.8,-3.4,-4.9,-2.5,11.3,2.2,-3.1,1.0,-2.9
Cc1cc(C)nc(SCc2nnc(SCC(=O)Nc3ccc(C)c(C)c3)n2Cc2ccco2)n1,3.5,-1.1,-8.9,-10.3,4.3,14.3,0.2,-9.5,6.6,-0.5
Nn1c(-c2ccccc2)cc(-c2ccccc2)cc1=O,-0.6,-4.6,-2.2,-7.1,4.7,8.5,1.7,5.7,-2.3,3.7
CC1(c2cccc(Br)c2)NC(=O)N(CC(=O)Nc2ccc(F)cc2)C1=O (stereo not drawn),-2.2,8.5,6.5,-4.1,0.9,1.6,0.0,-4.6,-7.9,-1.7
CC(C)CN1C(=O)[C@@]2(CC(=O)N(C)C2c2ccccc2)c2cc(-n3cc(CO)nn3)ccc21 (stereo partly drawn),1.4,3.4,x,-10.3,9.2,x,3.4,4.0,0.7,-0.9
Cc1n[nH]c(=O)nc1N/N=C/c1ccco1,-1.4,-4.2,-1.5,-0.4,-4.2,5.4,-1.9,-4.2,-0.2,1.9
CCOC(=O)Cc1nnc2c(Nc3ccccc3F)nc3nonc3n12,-2.3,-3.5,0.1,1.0,6.1,4.2,-7.7,-6.6,-3.5,-2.2
O=C(Cc1cccs1)Nc1nc(-c2cccnc2)cs1,-15.0,-2.7,4.6,-8.6,1.4,7.9,-5.6,-8.1,-28.8,-1.5
CCN(CC)C(=O)CSc1nc(-c2ccccc2)cc(=O)[nH]1,-0.9,-0.1,8.2,-1.9,-1.8,-12.4,-0.3,-0.7,-5.0,1.7
CC(=O)Nc1ccc(S(=O)(=O)NC2(C(F)(F)F)C(=O)Nc3c2c(=O)[nH]c(=O)n3C)cc1 (stereo not drawn),0.7,-7.2,-2.3,-7.7,-1.8,2.5,0.2,1.5,1.8,-2.3
CCN(CC)c1ccc(NC(=O)c2[nH]c(C)c(C(C)=O)c2C)c(C)c1,-1.7,-9.2,2.5,-1.9,-8.8,12.0,1.0,-2.7,-5.5,-0.8
NS(=O)(=O)c1ccc(CCNC(=O)c2cc(=O)[nH]c3ccccc23)cc1,-23.0,-61.5,2.4,6.0,6.3,3.4,-16.0,-7.2,-39.3,-12.7
Nc1nnnn1/N=C/c1ccccc1O,-269.7,-14.6,-0.2,-9.3,3.6,5.6,-10.9,-4.2,-370.4,5.1
O=C(OCC(=O)c1ccc[nH]1)c1ccc(S(=O)(=O)C(F)F)cc1,1.4,-12.1,-8.1,6.7,3.5,0.1,-4.0,1.0,0.2,-0.2
Clc1ccc(-c2nc3ccc(Cl)cn3c2Cc2ccsc2)cc1,-11.8,-11.4,-5.1,-3.8,8.0,-17.2,-2.3,5.1,-14.5,-5.7
Cc1ccc(NC(=O)Cn2cc(S(=O)(=O)c3ccccc3)c(=O)c3cc(F)ccc32)cc1,-4.1,-8.9,-0.7,-8.6,4.9,-13.7,-0.9,-6.8,1.8,-4.7

# Whole records as entered above. Values in the order: PLC-gamma1 inh	ADAM10 inh	ARFGAP1 inh	TDP2 absorb	DDE Tn6 FP inh	ASAP1 GAP inh	ADAM17 inh	SIAE inh	PLC-beta3 inh	Tn7 DDE FP
# `CN(C)CCN(C(=O)c1ccc(N2C(=O)CCC2=O)cc1)c1nc2cc3c(cc2s1)OCO3` is listed with 0.4	-8.4	-12.9	7.5	-0.2	7.1	-4.3	5.2	-6.4	-5.3
# `CS(=O)(=O)Nc1nnc(C2CCCC2)s1` is listed with -1.5	2.4	-4.8	6.3	-16.3	3.4	0.1	3.4	-0.1	-2.1

# The main list resumes with the 2 entries that preceded the break.
SMILES,PLC-gamma1 inh,ADAM10 inh,ARFGAP1 inh,TDP2 absorb,DDE Tn6 FP inh,ASAP1 GAP inh,ADAM17 inh,SIAE inh,PLC-beta3 inh,Tn7 DDE FP
Clc1ccc(-c2nc3ccc(Cl)cn3c2Cc2ccsc2)cc1,-11.8,-11.4,-5.1,-3.8,8.0,-17.2,-2.3,5.1,-14.5,-5.7
Cc1ccc(NC(=O)Cn2cc(S(=O)(=O)c3ccccc3)c(=O)c3cc(F)ccc32)cc1,-4.1,-8.9,-0.7,-8.6,4.9,-13.7,-0.9,-6.8,1.8,-4.7
Cc1cccc(C(C)(C)C)c1OCCCCN1CCCC1,1.8,0.0,-9.2,1.9,1.1,1.8,-2.3,-1.1,2.3,2.5
Cc1c(/C=N/Nc2ccc([N+](=O)[O-])cn2)c2ccccc2n1Cc1ccccc1,0.6,-8.9,10.0,-4.2,2.3,6.9,-1.5,1.9,-7.1,-3.4
Cc1ccccc1NC(=O)Cc1nc(-c2ccc3ccccc3c2)cs1,-1.2,-9.8,-2.3,-10.6,-5.2,3.1,0.0,-2.0,-1.8,0.6
CCOc1ccc(NS(=O)(=O)c2ccc(C(=O)NC3CCC(O)CC3)cc2)cc1 (stereo not drawn),-1.8,-2.6,1.1,-1.8,0.4,-2.0,0.7,0.4,-2.6,0.6
O=C(CCc1nnc2ccc(N3CCCCC3)nn12)NCC1CCN(Cc2ccc(F)cc2)CC1,-1.6,-21.8,-1.6,6.4,-4.2,7.8,-6.4,-0.4,-10.1,10.3
CCOc1ccc(S(=O)(=O)N2CCCC(C(=O)NC3CC3)C2)cc1Cl (stereo not drawn),1.4,-7.5,6.4,11.8,2.5,9.8,-0.6,-1.1,-6.2,-5.5
CCOC(=O)C1=C(CCl)NC(=O)NC1c1ccc2c(c1)OCO2 (stereo not drawn),-2.1,-0.4,-13.4,14.3,7.5,-10.9,0.2,5.1,-3.2,-1.5
CCOc1ccc(-c2c(=O)n(OCc3ccccn3)c3ccccc3[n+]2[O-])cc1,-27.1,-8.2,9.2,0.6,5.9,-8.7,-3.3,-1.5,-30.6,7.1
COc1cc(C(c2c(C(=O)O)[nH]c3ccccc23)c2c(C(=O)O)[nH]c3ccccc23)ccc1OCc1ccccc1,0.0,6.7,-38.0,8.0,2.0,-21.6,1.8,7.2,-14.3,3.5
COc1ccc(C2C(C(=O)Nc3cc(C)on3)c3ccccc3C(=O)N2C)cc1OC (stereo not drawn),1.6,-5.8,-8.4,0.0,-4.7,10.4,-2.4,-2.4,2.6,-0.7
COc1cc(C(=O)NC2CCN(C)CC2)ccc1Nc1ncc2c(n1)N(CCc1ccccc1)CCC(=O)N2C,-179.0,-6.8,-3.6,12.3,2.6,8.6,-1.3,9.4,-261.4,-1.8
Cc1cc(N2C(=O)C3CC=CCC3C2=O)cc(C)c1Br (stereo not drawn),-1.1,-1.2,-1.4,-4.3,1.7,-0.8,-0.2,-0.5,-1.0,1.5
Nc1c(-c2cccc([N+](=O)[O-])c2)nc2ccccn12,-4.8,-2.7,-5.8,7.5,-5.2,-7.4,0.4,8.1,-22.2,-2.8
CC1CC(C)CN(C(=O)COC(=O)CCCN2C(=O)c3cccc4cccc(c34)C2=O)C1 (stereo not drawn),-17.1,-186.0,-3.2,-3.4,-1.8,-4.8,-53.1,-1.8,-20.3,-2.0
COc1ccc(/C=N\Nc2ncc(F)c(N3CCOCC3)n2)cc1OC,-3.1,-8.3,-4.4,4.9,3.2,-5.1,-6.0,4.2,-4.9,0.5
Cc1nc2cc(CO)ccc2s1,1.4,-14.7,-3.1,2.2,-8.3,-13.5,-6.0,1.7,-0.8,0.1
C[N+]1(CC(O)c2ccccc2)CCCCCC1 (stereo not drawn),-3.4,-0.9,6.1,13.2,1.4,-5.7,3.3,2.5,-6.5,0.0
CC1CCN(c2ccc([N+](=O)[O-])cc2C(=O)O)CC1,-0.5,-2.6,-8.1,1.7,3.7,-1.4,2.3,-4.6,-0.3,5.0
Nc1cc(=O)n(Cc2ccccc2)c(N)c1C(=O)NCc1ccccc1,0.8,-14.6,12.6,-3.5,-1.6,3.6,-6.0,11.4,0.3,4.8
COc1cc2c(cc1OC)C(NC(=O)C(F)(F)F)CNC2=O (stereo not drawn),-0.6,-4.0,-16.3,-1.3,-5.0,-15.4,-1.1,0.7,1.1,-7.4
O=C(Nc1ccccc1Cl)c1ccccc1Oc1ccc(C(F)(F)F)cc1[N+](=O)[O-],0.8,13.9,14.5,-14.6,-1.5,0.7,4.0,-4.2,4.4,-7.6
O=C(CSc1nnc2ccc(-c3ccco3)nn12)Nc1ccccc1F,-387.6,-99.7,-0.7,-2.9,1.7,-5.5,-36.4,-5.9,-370.3,-5.5
